# Screening results deposited in PubChem BioAssay by several laboratories.
# Scp-1 inhibitor: Scp-1 (human) phosphatase inhibition. Q9GZU7. Recombinant Scp1, phosphopeptide, malachite green phosphate absorbance. inhibition, % at 20 µM. 340,000 compounds, 0.88% hits. AID 493091;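 active = inhibition above about 50% at 20 µM, limit read from the data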;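 also: plate controls were DMSO wells with enzyme for no effect and wells lacking enzyme for full effect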
#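 Assay system: SCP-1 catalytic fragment, aa 76-261 | Buffer or medium: Tris acetate buffer pH 5.5 with MgCl2 and Tween-20 | Compound: One concentration, 20 µM, with 1.0% DMSO | Also added: Phospho 17-mer peptide substrate | Signal: Absorbance at 630 nm | Incubation: 45 min enzyme reaction at room temperature | Measure: % inhibition of SCP-1 phosphate liberation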
# bovine MsrA act: activates bovine MsrA enzyme; 360,000 compounds, 0.3% hits; activation, % at 10.6 µM; AID 602163; purified bovine MsrA, absorbance read-out; in the data active = activation above about 7.5%;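 also: 0% = vehicle and 100% = reference activator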
# DNMT1 block: DNMT1 (human) enzyme inhibition | DNMT1 molecular beacon, Hinp1I cleavage, fluorescence | inhibition (reported as % activation of signal), % at 10 µM | 360,000 compounds, 0.83% hits | AID 588458; in the data active = inhibition above about 50%
# SUMO1 PPI mod: modulators of human SUMO1-mediated protein-protein interactions; P63165; SUMO1 binding to a labelled peptide, TR-FRET, 1 h; inhibition, % at 20 µM; 360,000 compounds, 0.33% hits; in the data active = inhibition above about 37%
# Target sequence (P63165 whole entry, looked up): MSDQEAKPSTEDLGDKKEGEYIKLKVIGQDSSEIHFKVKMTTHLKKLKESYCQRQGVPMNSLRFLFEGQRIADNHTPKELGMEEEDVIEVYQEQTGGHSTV
# MsrA inh: inhibitors of bovine MsrA; purified bovine MsrA, absorbance read-out; inhibition, % at 15.5 µM; 360,000 compounds, 0.75% hits; in the data active = inhibition above about 4.5%;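 also: 0% = vehicle wells with enzyme and 100% = reference inhibitor wells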
# CendR NRP1 mod: alters CendR peptide binding to human NRP-1. O14786. FAM-RPARPAR peptide binding to NRP-1, fluorescence polarization. inhibition, % at 25 µM. 360,000 compounds, 0.85% hits;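 active = inhibition or corrected inhibition above about 18%, plus a signal ratio from 0.5 to 1.5, limit read from the data, passing the limit was not always enough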; also: strong numbers were not always called active
# Target sequence (O14786 whole entry, looked up): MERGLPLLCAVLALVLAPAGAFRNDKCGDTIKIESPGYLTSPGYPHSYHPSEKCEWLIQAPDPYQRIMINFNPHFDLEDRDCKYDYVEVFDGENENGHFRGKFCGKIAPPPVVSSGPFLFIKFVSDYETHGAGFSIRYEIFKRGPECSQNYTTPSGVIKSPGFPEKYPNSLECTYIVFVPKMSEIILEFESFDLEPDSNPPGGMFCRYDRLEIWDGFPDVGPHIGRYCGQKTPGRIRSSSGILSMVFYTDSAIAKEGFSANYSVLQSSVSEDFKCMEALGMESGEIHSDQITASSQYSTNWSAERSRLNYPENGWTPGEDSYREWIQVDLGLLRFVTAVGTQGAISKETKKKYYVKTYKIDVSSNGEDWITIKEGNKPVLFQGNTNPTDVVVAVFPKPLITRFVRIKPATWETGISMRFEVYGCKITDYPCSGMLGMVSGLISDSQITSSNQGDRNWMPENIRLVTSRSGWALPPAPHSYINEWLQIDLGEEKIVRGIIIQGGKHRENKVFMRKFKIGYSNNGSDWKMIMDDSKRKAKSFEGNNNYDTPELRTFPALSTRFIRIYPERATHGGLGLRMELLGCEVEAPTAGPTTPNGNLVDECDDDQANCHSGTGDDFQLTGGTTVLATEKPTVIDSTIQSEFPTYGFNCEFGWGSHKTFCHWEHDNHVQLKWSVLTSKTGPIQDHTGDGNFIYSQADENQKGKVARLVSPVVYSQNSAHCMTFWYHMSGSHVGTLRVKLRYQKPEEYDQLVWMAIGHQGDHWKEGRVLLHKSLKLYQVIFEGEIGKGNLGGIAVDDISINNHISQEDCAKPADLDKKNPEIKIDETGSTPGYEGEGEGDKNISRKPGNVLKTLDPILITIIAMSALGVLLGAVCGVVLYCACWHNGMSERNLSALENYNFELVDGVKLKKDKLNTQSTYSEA
# LMPTP block: blocks human LMPTP phosphatase | AID 651560 | 360,000 compounds, 0.22% hits | P24666 | inhibition, % at 20 µM | recombinant LMPTP-A, OMFP fluorogenic substrate, fluorescence intensity;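 active = compounds that cut the enzyme signal by at least half of the control window in the single-dose screen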;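 also: plate controls were DMSO wells with enzyme plus substrate for no effect and substrate without enzyme for full effect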
#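 Test system: LMPTP-A, protein tyrosine phosphatase of low molecular weight; Input: 0.625 nM enzyme; Incubation: 50 min dark incubation at room temperature; Signal: endpoint fluorescence intensity from OMFP dephosphorylation; Read-out basis: % inhibition versus control wells.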
# TbMetRS inhib: Trypanosoma brucei MetRS inhibition; purified T. brucei MetRS, ATP depletion, Kinase-Glo luminescence; inhibition, % at 11.9 µM; 360,000 compounds, 0.4% hits; AID 624268;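 active = inhibition above a per-plate cutoff of the control wells' mean inhibition plus 3 SD, cut at about 5.5% in these data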;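 also: 0% = DMSO wells median and 100% = median of wells with control inhibitor compound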
#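 technique = Kinase-Glo luminescence, ATP depletion format | system = purified MetRS (methionyl-tRNA synthetase) enzyme from Trypanosoma brucei | timing = 15 min preincubation, 2 h reaction, all 25 °C | evaluation = percent inhibition versus plate control medians | dosing = single dose, 11.9 µM final nominal, 0.9% final DMSO | also added = substrates ATP, L-methionine and bulk Escherichia coli tRNA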
# STEP inh: inhibitors of human striatal-enriched phosphatase STEP; recombinant STEP, OMFP fluorogenic substrate, fluorescence; inhibition, % at 20 µM; 360,000 compounds, 0.25% hits; AID 588621;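 active = inhibition at 20 µM, scaled per plate between control wells, above about 37%, limit read from the data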;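 also: 0% = DMSO with enzyme and substrate and 100% = substrate only without enzyme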
#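 Assay system: isolated STEP enzyme. Buffer or medium: pH 6.0 Bis-Tris with DTT and Tween 20. Also added: fluorogenic phosphatase substrate OMFP at 25 µM final. Dosing: 20 µM, 1% DMSO. Timing: 20 min reaction, room temperature, in the dark. Measured by: fluorescence intensity, excitation 480 nm, emission 540 nm. Evaluation: normalized % inhibition.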
# eLon inh: E. coli protease La inhibition; P0A9M0; purified E. coli Lon protease, fluorescence polarization; inhibition, % at 7.94 µM; 360,000 compounds, 0.42% hits; AID 602123; in the data active = inhibition above about 13%, passing the limit was not always enough;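 also: 0% = enzyme with probe and DMSO and 100% = no enzyme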
# The depositor's hits bear a star; nt = no result given.
SMILES,Scp-1 inhibitor,bovine MsrA act,DNMT1 block,SUMO1 PPI mod,MsrA inh,CendR NRP1 mod,LMPTP block,TbMetRS inhib,STEP inh,eLon inh
Cc1cc(C)cc(C(=O)NCC(=O)OCC(=O)N2CCCC2)c1,nt,-1.6,-0.8,6.6,0.2,6.8,-1.2,-0.3,-2.3,9.9
CON(C)S(=O)(=O)c1cccc(C(=O)Nc2ccc(S(=O)(=O)NC3=NCCCCC3)cc2)c1,7.9,-6.2,-0.8,-0.8,0.6,0.6,-1.9,-0.4,0.7,-3.1
Cc1csc(=O)n1CCC(=O)OCc1nnc(-c2ccccc2Cl)o1,-2.7,-2.6,0.2,0.1,0.2,8.2,-0.7,0.0,3.6,-3.1
O=C(NC1CCCc2ccccc21)c1cn2ccccc2n1 (centres undefined),-16.6,-3.5,-0.6,1.0,-1.0,-3.3,-0.9,-0.8,0.6,1.9
CCN(CCCNC(=O)C1CCC(=O)N1Cc1ccc(C)cc1)c1cccc(C)c1 (centres undefined),-2.2,-0.2,-2.5,1.9,-0.8,4.0,-2.6,-0.9,1.4,-8.6
Cc1nc(NCCc2ccccc2)c2oc3ccccc3c2n1,-4.3,-1.7,-2.6,5.6,0.2,-9.2,2.4,0.0,5.9,2.8
Cc1nn(C)c(=O)n1N(C)c1ncc(C(F)(F)F)cc1Cl,-4.7,-2.4,2.5,3.1,0.6,3.7,-0.5,0.0,4.8,-6.5
CCOc1cc(C(=S)N2CCOCC2)ccc1OS(=O)(=O)c1ccc(C)cc1,-5.0,-3.9,2.8,-3.1,0.2,3.4,-0.2,-2.0,-0.3,-2.4
COC(=O)c1ccccc1NC(=O)CN(C)S(=O)(=O)c1ccc(OC)cc1,-6.8,-2.5,-1.6,3.5,-1.0,2.4,1.4,1.0,1.7,-4.1
O=C(NCc1nc2ccccc2[nH]1)C1=C[C@H](C2CCCCC2)C[C@H](OCCCCO)O1,-3.0,-2.7,-1.6,2.2,-0.3,6.2,1.0,58.8*,-3.0,2.8
COc1ccc(C(=O)N=c2sccn2C)cc1,0.2,-2.7,0.6,-5.7,5.8*,-8.7,-0.2,0.4,-3.3,4.0
O=C(Nn1c(SCc2ccc(F)cc2)nc2ccsc2c1=O)c1ccccc1,-16.7,-8.0,2.4,22.2,-1.0,-13.6,4.4,-0.4,-2.1,-3.2
COc1ccc(NC(=O)CS(=O)(=O)c2ccccc2Cl)cc1,-12.5,0.7,2.3,-1.2,1.0,-1.3,0.9,-0.1,-1.0,-3.3
Cc1ccc(C(=O)N/N=C/C=C/c2ccccc2)o1,-3.5,-6.8,-34.9,-15.8,8.8*,2.7,2.0,-0.6,-1.6,1.3
COCCNC(=O)C(c1ccncc1)N(C(=O)c1sc(C)nc1C)c1cccc(C)c1 (centres undefined),-0.7,-7.2,3.9,1.3,0.1,-11.4,-0.4,-0.8,-4.3,7.1
COCCCNC(=O)C[C@H]1C[C@H](C(=O)N2CCOCC2)[C@@]2(CCC3CCCC3)c3[nH]c4ccc(Cl)cc4c3CCN2C1=O,1.3,-1.4,-9.6,4.5,0.2,-4.1,1.0,0.0,3.1,1.9
COc1ccc(NC(=O)C2C3C=CC(O3)C2C(=O)O)cc1 (centres undefined),-4.7,-2.9,1.6,-1.9,0.9,0.4,-1.7,-0.3,-1.4,-0.2
Cc1ccc(CNC(=O)C(=O)NCC2OCCN2C(=O)c2ccc3c(c2)OCO3)cc1 (centres undefined),-3.9,-1.1,1.6,2.7,-1.4,-4.3,0.1,0.1,1.3,0.4
CC(=O)Oc1ccccc1N(C(C)=O)S(=O)(=O)c1ccc2ccccc2c1,-1.1,-0.8,-2.0,0.3,1.8,-2.4,0.7,-0.7,-1.7,9.8
CCCC(=O)Nc1cccc2c1CCCC2,-1.9,0.8,6.8,0.5,0.1,-3.6,-0.9,0.0,-2.9,1.3
COCCNC(=O)/C=C/c1c(Cl)cccc1Cl,-1.4,-9.9,10.8,14.9,-1.6,-1.3,-1.3,-0.9,-1.1,-25.7
COc1ccc(CNC(=O)CSc2nnc3nc(C)cc(C)n23)cc1OC,8.3,-1.1,-0.8,0.3,1.3,2.6,0.7,-0.2,-2.4,0.1
CC(C)(C)c1ccc(NC(=O)c2ccsc2)cc1,-10.5,-11.3,3.5,2.8,-0.8,0.0,0.9,-1.1,-0.9,5.5
Cn1c(=O)n(Cc2ccccc2F)c(=O)c2c1nc1n2CCN1Cc1ccco1,-5.2,-1.4,-4.5,9.1,0.8,1.5,-1.5,-0.3,1.7,-10.3

# 3 compounds out of the list above, sorted by the value under DNMT1 block, largest number first.
Compound | Scp-1 inhibitor | bovine MsrA act | DNMT1 block | SUMO1 PPI mod | MsrA inh | CendR NRP1 mod | LMPTP block | TbMetRS inhib | eLon inh
CCCC(=O)Nc1cccc2c1CCCC2 | -1.9 | 0.8 | 6.8 | 0.5 | 0.1 | -3.6 | -0.9 | 0.0 | 1.3
COc1ccc(NC(=O)CS(=O)(=O)c2ccccc2Cl)cc1 | -12.5 | 0.7 | 2.3 | -1.2 | 1.0 | -1.3 | 0.9 | -0.1 | -3.3
Cc1ccc(CNC(=O)C(=O)NCC2OCCN2C(=O)c2ccc3c(c2)OCO3)cc1 (centres undefined) | -3.9 | -1.1 | 1.6 | 2.7 | -1.4 | -4.3 | 0.1 | 0.1 | 0.4

# More structures follow.
SMILES,Scp-1 inhibitor,bovine MsrA act,DNMT1 block,SUMO1 PPI mod,MsrA inh,CendR NRP1 mod,LMPTP block,TbMetRS inhib,STEP inh,eLon inh
COC(=O)/C=C1\OCc2cc(OC)c(OC)cc21,nt,nt,nt,-1.8,2.6,2.1,0.3,-0.1,nt,nt
CCOC(=O)c1sc(NC(=O)c2ccc(S(=O)(=O)N3CCOCC3)cc2)nc1-c1ccccc1,-6.6,-9.8,-0.8,0.0,1.2,7.4,-0.1,-1.6,1.1,5.2
CCCCN(C(=O)NC(=O)Nc1cccc(C)c1C)S(C)(=O)=O,-2.7,0.3,-2.6,1.4,0.3,-5.6,0.0,0.5,-5.3,0.8
CCCn1c2ccc(F)cc2c2nnc(SCCN3CCCCC3)nc21,-12.1,-1.8,1.8,-19.9,1.3,2.9,0.9,-0.5,0.8,-8.9
O=C(NN1c2ccccc2CCc2ccccc21)c1ccccc1Br,-5.0,0.1,4.5,2.0,2.8,-1.6,0.3,-0.6,1.2,-2.3
O=C(CN1C(=O)c2cccc3cccc1c23)N1CCN(Cc2ccc3c(c2)OCO3)CC1,-2.2,-2.6,-2.8,-14.9,0.6,3.0,0.5,-0.3,-1.7,-9.8
CCOC(OCC)c1nc(N)[nH]c(=O)c1CCCCc1ccccc1,-7.7,4.1,7.7,4.1,-0.5,6.3,-1.0,-0.5,-4.4,-1.6
CCOC(=O)N1CCC(N2C(=O)c3ccccc3C2Nc2ccc3c(c2)OCCO3)CC1 (centres undefined),-4.1,-4.1,-6.0,-2.6,-0.1,0.2,0.0,0.2,0.6,-0.4
O=c1c(Cc2ccc(F)cc2)c(O)ccn1CCc1cnc[nH]1,-6.0,-3.2,0.7,-1.9,1.8,-2.5,-0.7,-0.4,-2.1,1.8
c1ccc2cc(CCO[C@H]3CCCCO3)ncc2c1,0.6,-2.9,1.4,-3.9,1.1,0.9,-1.1,-0.4,-1.5,-1.8
O=C(NCCC1CCCCN1S(=O)(=O)c1ccccc1)C(=O)NCc1ccccc1 (centres undefined),3.9,-8.3,0.3,4.9,0.9,4.0,0.5,-0.5,1.6,16.7
CC1(C)CC(NC(=S)Nc2ccc(S(N)(=O)=O)cc2)CC(C)(C)N1,6.8,-10.0,7.9,-1.3,1.5,-6.6,1.8,-1.5,62.9*,4.1
CC1CCCCC1NC(=O)CCc1nc2sc3c(c2c(=O)[nH]1)CCCC3 (centres undefined),16.6,-1.0,19.0,11.3,-0.1,-14.3,0.6,-0.3,2.3,-12.9
COc1ccc(Cc2nc3ccc(S(=O)(=O)N4CCOCC4)cc3[nH]2)cc1OC,2.2,0.1,0.3,1.3,1.6,-7.4,-1.6,0.1,0.3,-0.7
CCOC(=O)Cc1csc(SC(C)C(=O)NC2CCCCC2C)n1 (centres undefined),-3.5,-5.4,1.3,3.3,0.2,17.5,-0.2,-0.1,-0.2,-1.1
Cc1onc(-c2ccc(Cl)cc2Cl)c1C(=O)/C=C/N(C)C,-10.7,-3.9,-1.5,1.5,0.3,-12.8,-3.1,1.0,-1.5,-4.5
O=C(CSc1nccc(-c2ccc(Br)cc2)n1)NCCc1ccccc1,-3.0,0.8,-3.1,-3.2,-0.6,28.4*,0.6,1.7,-0.5,-8.0
NC(=O)c1cnn(-c2cc(Oc3ccccc3)ncn2)c1N,6.2,-14.5,10.2,6.2,-0.4,0.8,0.4,-1.6,-0.1,-9.3
CCOC(=O)Nc1ccc(S(=O)(=O)Nc2cc(C)nc(C)n2)cc1,-7.0,-12.1,1.2,-1.5,0.7,1.6,-0.4,-1.0,-3.6,1.2
O=[N+]([O-])c1ccccc1/C=C/C=N/Nc1ccc(S(=O)(=O)Nc2ccc(Cl)cc2)cc1[N+](=O)[O-],-1.7,-8.0,-7.6,-12.3,-0.8,2.0,6.7,-0.6,0.4,14.8
O=C(Nc1cc(S(=O)(=O)N2CCOCC2)ccc1N1CCCC1)c1ccc2c(c1)S(=O)(=O)c1ccccc1C2=O,-9.3,-1.5,-7.2,-25.7,2.8,2.9,4.2,-0.3,9.9,2.5
COc1ccccc1-n1ccnc(SCC(=O)NCc2ccccc2Cl)c1=O,6.0,-2.1,2.1,-14.4,0.3,5.6,0.4,-0.1,0.7,-9.6
Nc1ccccc1C(=O)Nc1nccs1,-9.6,-3.7,1.8,3.4,0.6,-0.9,1.2,0.0,0.0,-10.6
O=C(NCc1cccc(C(F)(F)F)c1)c1cccc(Cl)c1Cl,-3.9,-5.2,4.8,-4.1,2.0,-9.8,0.7,-0.5,-0.9,-6.1
COc1cc(C(=O)NCc2nc(C)cs2)ccc1OC1CCN(C(C)=O)CC1,-7.1,-8.6,-1.4,2.9,-0.8,2.5,-1.0,-0.4,-2.0,9.8
Cc1nn(C)cc1/C=N/NC(=S)Nc1ccc(Cl)cc1Cl,-4.6,-1.7,4.2,-3.8,0.4,-3.3,0.5,-0.4,-1.1,11.9
Cc1onc(-c2ccccc2Cl)c1C(=O)N1CCCCC1C(=O)O (centres undefined),-6.1,-0.7,4.9,-1.4,1.1,-5.3,-2.1,-0.4,-1.4,1.1
Cc1ccc2c(C(=O)CN3CCSCC3)c(C)[nH]c2c1,-4.3,-6.0,-5.3,0.3,-0.3,-21.6,1.4,-1.0,-3.2,-4.7
CCOC(=O)N(O)c1ccc(C=Cc2ccccc2)cc1,59.2*,-2.7,10.3,-7.4,2.1,4.7,4.8,-0.3,2.3,-3.0

# Rows are unselected. Share with any hit: about 4.3%.
